# RBBP9 inhibitor – human RBBP9 inhibitors, primary screen, biochemical, fluorescence polarization, FP-Rh probe, HTS; recombinant RBBP9; 0.2% of 220,000 active; inhibition, % at 7.94 µM;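 active means inhibition above the campaign mean of all tested compounds plus 3 SD, cut at about 14% in these data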;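 further: plate controls were DMSO wells with RBBP9 for no effect and wells lacking RBBP9 protein for full effect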
#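 Material: RBBP9 protein. Amount: RBBP9 at 2.5 µM in dispensed solution, before mixing. Schedule: 30 min then 45 min, 25 °C. Medium: Tris buffer pH 8.0, NaCl, Pluronic. Measured by: fluorescence polarization. Measure: percent inhibition from mP, scaled between DMSO and no-protein wells. Replication: one well per compound.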
# BaF3 parental – parental Ba/F3 cell viability inhibition, counter-screen for JAK2V617F inhibitor project, murine pro-B, CellTiter-Glo luminescence; 1.1% of 220,000 active; inhibition, % at 5.6 µM; CellTiter-Glo ATP luminescence; AID 1486, 2009;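 active means inhibition above a per-campaign cutoff, the mean inhibition of all tested compounds plus 3 SD, cut at about 27% in these data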;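 further: 0% = DMSO wells and 100% = JAK Inhibitor I control wells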
# NPY-Y1 antag – NPY-Y1 receptor antagonists, primary screen, cell-based. inhibition, % at 3.6 µM. HEK293-CNG Y1 cells, membrane potential fluorescence; NPY at EC95, then isoproterenol. AID 1040, 2008. 1% of 200,000 active;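 active means inhibition above the campaign mean inhibition of all tested compounds plus 3 SD, cut at about 20% in these data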;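 further: 0% = DMSO wells given NPY plus isoproterenol and 100% = isoproterenol alone without NPY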
# Target sequence (P25929 whole entry, looked up): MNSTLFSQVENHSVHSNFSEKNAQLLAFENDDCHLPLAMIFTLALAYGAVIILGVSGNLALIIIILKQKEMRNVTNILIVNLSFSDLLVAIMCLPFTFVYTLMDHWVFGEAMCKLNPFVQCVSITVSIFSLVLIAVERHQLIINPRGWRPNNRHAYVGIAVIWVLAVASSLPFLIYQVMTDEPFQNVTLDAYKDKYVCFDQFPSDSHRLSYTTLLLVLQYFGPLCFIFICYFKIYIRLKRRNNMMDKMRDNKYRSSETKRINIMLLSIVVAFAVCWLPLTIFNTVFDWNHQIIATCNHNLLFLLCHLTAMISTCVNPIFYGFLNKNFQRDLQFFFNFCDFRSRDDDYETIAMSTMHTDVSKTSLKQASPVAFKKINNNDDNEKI
#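 Material: HEK293 Y1/CNG channel cell line | Also added: NPY (25 nM), isoproterenol (1 µM), Ro 20-1724 (25 µM) | Compound: One concentration, 3.6 µM, in 0.4% DMSO | Schedule: 3 h dye uptake, 1 h room-temperature compound, 45 min post-isoproterenol | Signal: Membrane-potential fluorescent dye readout | Read-out: % inhibition of NPY effect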
# S1P4 ag – S1P4 receptor agonists, primary screen, cell-based; Sphingosine 1-phosphate receptor 4 (Homo sapiens), O95977; S1P4-expressing cell line, agonist reporter assay; activation, % at 4.98 µM; 0.35% of 220,000 active; AID 1509, 2009; in the data active means activation above about 11%;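 further: 0% = DMSO vehicle and 100% = reference agonist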
# S1P4 antagonist – S1P4 receptor antagonists, primary screen, cell-based; Sphingosine 1-phosphate receptor 4 (Homo sapiens), O95977; AID 1510, 2009; S1P4-expressing cells, antagonist mode, reporter read-out; inhibition, % at 4.98 µM; 0.26% of 220,000 active; in the data active means inhibition above about 29%;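 further: 0% = wells stimulated with agonist and 100% = vehicle wells without agonist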
# NPY2 pot ag – NPY-Y2 potentiators or agonists, primary screen, cell-based; cells expressing NPY-Y2, potentiator/agonist read-out; activation, % at 3.6 µM; 0.45% of 220,000 active; AID 1359, 2008; in the data active means activation above about 27%;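 further: cells stimulated with NPY near EC25 plus isoproterenol at EC100; 0% = vehicle plus submaximal agonist and 100% = vehicle plus saturating agonist; some results beyond the cut were filed as inactive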
# Runt-CBFb FRET – inhibitors of RUNX1 Runt–CBFb binding, primary screen, biochemical, FRET, Cerulean-Runt, Venus-CBFb, uHTS; Runt-related transcription factor 1 (Homo sapiens) + Core-binding factor subunit beta …; Cerulean-Runt/Venus-CBFb FRET ratio 530/480, 1 h; inhibition, % at 20 µM; 0.46% of 220,000 active;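 active means inhibition over about 50% at 20 µM in the single-dose screen, limit read from the data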;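 further: 0% = DMSO wells and 100% = excess unlabeled CBFb competitor control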
# Target sequence (Q01196 whole entry, looked up): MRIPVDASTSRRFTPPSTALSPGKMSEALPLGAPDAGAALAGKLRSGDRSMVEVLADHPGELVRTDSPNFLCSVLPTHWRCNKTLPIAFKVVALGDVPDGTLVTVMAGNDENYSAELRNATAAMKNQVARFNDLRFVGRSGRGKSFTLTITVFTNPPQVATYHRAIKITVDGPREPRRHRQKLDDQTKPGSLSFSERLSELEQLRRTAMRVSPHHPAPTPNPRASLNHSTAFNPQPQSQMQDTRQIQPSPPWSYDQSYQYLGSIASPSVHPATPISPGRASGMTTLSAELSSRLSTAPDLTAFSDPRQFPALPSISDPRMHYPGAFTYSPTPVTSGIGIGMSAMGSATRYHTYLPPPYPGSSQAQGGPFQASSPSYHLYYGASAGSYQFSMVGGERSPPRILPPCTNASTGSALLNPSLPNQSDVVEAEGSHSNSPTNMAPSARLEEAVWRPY
# Target sequence (Q13951 whole entry, looked up): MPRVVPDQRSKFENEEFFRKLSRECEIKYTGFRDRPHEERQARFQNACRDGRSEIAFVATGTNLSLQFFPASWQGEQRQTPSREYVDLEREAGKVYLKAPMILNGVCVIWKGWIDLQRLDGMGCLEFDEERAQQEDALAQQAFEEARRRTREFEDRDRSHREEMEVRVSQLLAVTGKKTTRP
#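 Assay system: Cerulean-Runt domain / Medium: Tris 50 mM pH 7.5, KCl, K2SO4, 0.01% BSA / Timing: protein complex preformed 1 h, compound exposure 1 h, room temperature, dark / Measured by: FRET, excitation 422 nm, emission at 530 and 480 nm / Evaluation: loss of energy transfer signal / Control set: 5 µM unlabeled CBFb as full-inhibition high control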
# Ba/F3 V617F tox – reduced viability of JAK2V617F-dependent Ba/F3 cells, primary screen, JAK2V617F inhibitor project, cell-based, Ba/F3 EpoR-JAK2V617F, luminescence. ATP luminescence. inhibition, % at 5.6 µM. 1.1% of 220,000 active. AID 1446, 2008;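 active means inhibition above the campaign mean plus 3 SD over all tested compounds, cut at about 24% in these data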;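 further: cytokine-independent growth of Ba/F3 cells driven by EpoR plus mutant JAK2; 0% = DMSO-treated cells and 100% = JAK inhibitor I control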
# NPY-Y1 PAM-ag – NPY-Y1 receptor potentiators or agonists, primary screen, cell-based; Neuropeptide Y receptor type 1 (Homo sapiens), P25929; NPY-Y1 expressing cells, potentiator/agonist activation; 0.37% of 220,000 active; activation, % at 3.6 µM; in the data active means activation above about 33%, passing the limit was not always enough;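 further: cells stimulated with NPY at EC10 then isoproterenol at EC100; 0% = low agonist plus stimulus and 100% = saturating agonist plus stimulus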
# Active calls of the source: *; nt = no result given.
# Below each compound: RBBP9 inhibitor	BaF3 parental	NPY-Y1 antag	S1P4 ag	S1P4 antagonist	NPY2 pot ag	Runt-CBFb FRET	Ba/F3 V617F tox	NPY-Y1 PAM-ag
- CC(C)NCC(O)(c1ccc(Cl)cc1)c1ccc(Cl)cc1
  -6.5	6.2	9.3	0.1	-10.4	-19.4	-1.5	-3.2	-14.5
- O=c1c2sc3ccccc3c2[nH]c(=S)n1CCN1CCOCC1
  0.6	-2.4	-9.1	-1.1	3.0	3.3	3.5	0.0	2.4
- CCOC(=O)c1c(NC(=O)CN(C)C)sc(C(=O)N(CC)CC)c1C
  -1.6	0.7	1.0	0.9	-22.2	0.7	-3.5	-1.4	-0.8
- O=C(CC1C(=O)NCCN1Cc1c(F)cccc1Cl)NCCCn1cccn1 (centres undefined)
  -0.1	-2.9	nt	1.5	9.1	10.7	2.3	-0.5	13.4
- Cc1ccc(S(=O)(=O)/C(C#N)=C/c2c(N3CCOCC3)nc3c(C)cccn3c2=O)cc1
  -5.3	-0.2	nt	0.9	-8.4	12.6	-14.3	-3.3	31.8
- C=CCSc1nnc2c(n1)OC=Nc1ccccc1-2
  -10.4	0.2	5.2	0.5	-4.4	-14.5	1.8	3.2	-12.6
- CN1/C(=C\C=C(C#N)C#N)C(C)(C)c2ccccc21
  -0.1	7.8	-2.0	-0.8	-0.3	-5.9	-236.6	2.0	13.1
- CCn1c(SCC(=O)NC2CCCc3ccccc32)nnc1-c1ccncc1 (centres undefined)
  -9.2	2.5	-5.1	-0.5	12.1	1.7	1.5	-2.6	-5.3
- CCN(CC)C(=O)CSc1nc2sc3c(c2c(=O)n1-c1ccc(C)cc1)CC(C)(C)SC3
  0.0	3.0	2.8	0.9	-10.6	0.5	-12.3	-1.8	-17.6
- COc1ccc(-c2cn3cc(C)ccc3n2)cc1Br
  -2.8	5.4	0.0	1.7	-18.3	-12.7	-5.9	0.3	-21.7
- CCn1c(SCc2ccccc2)nnc1-c1cccs1
  -1.3	41.8*	0.7	-2.3	12.8	7.6	-2.8	40.8*	-3.3
- CCSc1nc2ccccc2n1C(=O)/C=C\c1ccc(OC)c(OC)c1
  -11.3	1.0	-0.3	0.3	-8.8	2.1	-4.7	0.7	14.3
- CC1CN(S(=O)(=O)c2cccc(C(=O)NCCCn3ccnc3)c2)CC(C)O1 (centres undefined)
  3.5	4.6	5.6	0.5	-19.5	9.2	-1.9	0.7	-3.1
- Cc1cc(/C([O-])=C(/C(=S)Nc2ccccc2)[n+]2ccccc2)c(C)n1-c1ccccc1
  6.6	4.4	4.3	-3.7	-6.7	-3.4	5.2	-0.9	-8.5
- Cc1ccc(S(=O)(=O)NCc2ccc(C(=O)NC3CC3)cc2)cc1
  -8.8	0.4	-4.2	1.4	3.0	7.4	-1.8	-0.5	11.2
- Cc1cccc(-c2nc(CSCC(=O)N3CCN(c4ccccn4)CC3)c(C)o2)c1
  -2.5	3.2	7.5	-1.1	-1.5	-32.4	-4.7	2.5	-2.7
- COc1ccc2c(=O)c3c(=O)n(Cc4ccco4)c(-c4ccc(C)cc4)nc3oc2c1
  0.2	7.0	2.4	0.9	-9.2	-11.2	32.4	-3.3	-24.5
- COc1ccc(-c2[nH]ncc2CN2CCN(c3ccccn3)CC2)c(OC)c1
  -3.0	-1.2	-1.0	0.1	-6.5	7.7	-0.3	-3.0	7.8
- O=C(Cc1c(O)c2ccccc2[nH]c1=O)NCc1ccccc1F
  -3.7	4.9	3.8	2.6	-15.1	-5.0	2.3	0.8	-9.6
- CCN(CC)CCNc1nc2c(c(=O)[nH]c(=O)n2C)n1CC(O)COc1ccc(Cl)cc1Cl (centres undefined)
  -3.4	6.3	-0.3	0.7	-0.4	-22.5	-0.8	3.2	-13.4
- CC(C)COc1cccc(C(=O)Nc2ccc(S(=O)(=O)N3CCOCC3)cc2)c1
  -3.4	1.7	-3.2	2.2	-27.3	0.7	-5.3	-2.1	-2.8
- COC(=O)CCN(C(=O)C1C2CC3CC(C2)CC1C3)c1ccccn1 (centres undefined)
  -3.0	7.1	-1.6	-0.5	-9.5	-6.3	-3.0	49.4*	-1.1
- CCOc1ccccc1NC(=O)CN(c1ccc(C)cc1)S(=O)(=O)c1c(C)n[nH]c1C
  -6.9	2.5	-4.5	-0.8	1.0	22.9	0.2	-2.3	15.6
- Cc1ccc(N2C(=O)C3C4C=CC(CNC(=S)N5CCN(c6ccccc6)CC5)(O4)C3C2=O)cc1 (centres undefined)
  10.8	2.6	-3.1	0.9	-16.4	1.8	28.5	1.4	-14.5
- CCC(C)[C@@H](NC(=O)OC(C)(C)C)c1nnc(S(=O)(=O)Cc2cccc(C)c2)o1 (some centres undefined)
  4.8	13.7	-4.0	-4.4	76.4*	-8.3	-6.9	25.9*	0.6
- Cc1ccc(S(=O)(=O)N2CCN(Cc3nc4sc5c(c4c(=O)[nH]3)CCCC5)CC2)cc1
  -6.6	3.8	1.5	2.3	2.5	14.2	-6.8	0.5	-19.1
- COc1ccc(NC(=O)CSc2nncn2C)cc1OC
  -7.2	2.9	0.0	-1.1	-11.8	1.4	-1.7	-5.0	9.4
- Cc1ccc[n+](CC(=O)Nc2c(Cl)cc(Cl)cc2Cl)c1
  0.3	-1.1	-2.9	1.3	1.2	4.0	nt	-3.5	9.3
- CC(Oc1cccc(F)c1)C(=O)/C=C\N(C)C (centres undefined)
  -0.1	0.4	5.7	1.2	1.6	-3.4	-0.4	1.5	12.4
- C=CCOc1c(Cl)cc(CNc2ccc(C)c(Cl)c2)cc1OC
  -8.6	77.1*	14.7	2.2	-3.9	-24.7	-0.1	77.0*	-17.7
- CCN(CC)S(=O)(=O)c1ccc(NC(=O)c2cc(-c3ccccc3)nc3ccccc23)cc1
  -12.5	4.7	5.8	-0.3	-8.0	-0.2	1.3	3.7	-16.3
- O=C(Cc1ccccc1[N+](=O)[O-])NCc1ccc2c(c1)OCO2
  -6.3	5.6	14.5	0.0	0.8	1.7	0.5	4.8	-16.3
- Cc1ccc(N2CC(C(=O)Nc3nnc(SCC(=O)Nc4nc(C)cs4)s3)CC2=O)cc1 (centres undefined)
  -7.3	4.8	-2.7	0.8	-29.1	2.6	-2.4	2.1	-6.3
- O/N=C/c1ccccc1Oc1ccccc1
  3.6	-1.1	0.5	-2.1	6.6	-1.9	0.3	-6.5	-26.8
- O=C(COC(=O)/C=C/c1ccc(S(=O)(=O)N2CCc3ccccc32)cc1)NC1CCS(=O)(=O)C1 (centres undefined)
  -1.5	-1.0	-4.8	-0.3	1.4	14.4	-3.4	-2.5	4.0
- CCC(=O)Nc1cccc2c1C(=O)N(C)C2=O
  -10.7	5.6	-0.6	-0.3	-12.6	-11.5	-3.8	1.6	1.1
- O=C(CN1C(=O)C2CCCCC2C1=O)OCn1nnc2ccccc2c1=O (centres undefined)
  -2.0	5.1	3.0	-1.6	1.0	1.3	0.5	-1.3	-2.6
- CS(=O)(=O)N(CC(=O)N1CCOCC1)Cc1ccc(Cl)cc1
  -8.1	9.7	3.6	0.1	3.3	-4.0	5.7	2.2	0.6
- S=c1[nH]nc(-c2cccnc2)o1
  -0.5	-1.0	4.6	-2.1	3.2	2.7	0.2	-4.1	1.4
- O=C1CN(O)C=C2N=c3ccccc3=C2N1c1ccc([N+](=O)[O-])cc1
  3.0	-1.3	2.3	-0.3	4.8	6.7	0.0	-4.7	9.5

# Only NPY-Y1 antag, for some of the entries so far:
compound	NPY-Y1 antag
O=C(CN1C(=O)C2CCCCC2C1=O)OCn1nnc2ccccc2c1=O (centres undefined)	3.0
CS(=O)(=O)N(CC(=O)N1CCOCC1)Cc1ccc(Cl)cc1	3.6
CCN(CC)S(=O)(=O)c1ccc(NC(=O)c2cc(-c3ccccc3)nc3ccccc23)cc1	5.8

# More results follow.
# Below each compound: RBBP9 inhibitor	BaF3 parental	NPY-Y1 antag	S1P4 ag	S1P4 antagonist	NPY2 pot ag	Runt-CBFb FRET	Ba/F3 V617F tox	NPY-Y1 PAM-ag
- COc1ccccc1OCCCCCCN1CCOCC1
  -0.4	2.6	3.9	0.3	-5.2	4.8	1.4	-4.2	-2.7
- CCOc1ccc(NC(=O)NCCCSC2CCCCC2)cc1
  -5.8	8.5	5.7	-0.8	11.2	-18.0	-2.4	2.5	-10.6
- c1csc(-c2nc(-c3ccc(-c4ccon4)s3)no2)c1
  -6.8	-0.1	nt	0.2	4.2	23.7	1.6	-1.6	10.7
- NC(=O)c1ccsc1NC(=O)COC(=O)C1CC2CCCC(C1)C2=O (centres undefined)
  -5.3	-6.7	nt	0.2	6.6	-7.6	0.2	-3.0	3.9
- COc1ccccc1NC(=O)C(CC(C)C)NC(=O)C1CCCCC1 (centres undefined)
  -13.4	3.8	2.2	1.2	0.2	-3.1	8.2	1.4	21.0
- O=C(COC(=O)c1ccccc1O)Nc1cc([N+](=O)[O-])ccc1Cl
  -7.7	-2.3	nt	0.0	-2.2	-4.4	-0.7	-2.5	12.3
- Nc1cc(=O)[nH]c(SCc2cccc(Cl)c2)n1
  -9.8	5.4	6.8	-0.8	-18.1	-6.8	-1.4	0.2	-16.1
- COC(=O)C1=C(C)N(CC2CCCO2)C(=O)C1 (centres undefined)
  -6.5	1.2	-1.0	0.4	-4.0	3.9	-1.1	-1.2	-12.2
- O=C(NC1CC1)C1CCN(C2CCN(C(=O)c3ccc4cccc(F)c4n3)CC2)CC1
  -9.0	6.8	0.3	-0.6	-0.2	9.8	0.6	0.2	-2.3
- Cc1ncc(CO)c(/C=N/N=C/c2ccccc2O)c1O
  -7.8	-0.5	-2.2	1.2	-22.0	0.9	-6.0	-3.1	2.6
- CCCCN1C(=O)Nc2ccccc2S1=O (centres undefined)
  4.6	0.0	-0.9	1.1	-0.6	14.0	-1.2	-6.9	-4.1
- O=C(NCC1CCCO1)c1ccc2c(=O)n(Cc3ccc(Cl)cc3)c(=S)[nH]c2c1 (centres undefined)
  -5.9	-2.6	0.2	0.0	-0.8	2.3	-1.6	-2.6	-3.5

# Assay outcomes (PubChem BioAssay)
